USP1 inh – USP1/UAF1 (human) deubiquitinase inhibition; O94782; recombinant USP1/UAF1, Ub-Rhodamine cleavage fluorescence; Potency, µM (highest dose often 57.1 µM), for inactives: at the highest dose activity change, negative = inhibition, most hits filed as inhibitors; hit rate 0.23% among 390,000; AID 743255; note: potency is the fitted concentration of half-maximal effect; % is set by controls: 0 for no effect and ±100 for the full control effect; nearly all actives have a fitted effect of over 60% in size; inactives centre near -12
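High-throughput fluorogenic screen: 1nM USP1/UAF1 complex, Ub-Rho substrate 150nM final, 50mM HEPES pH 7.8 with 0.5mM EDTA, 0.1 mg/ml BSA, 1mM TCEP and 0.01% Tween-20.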
TRHR ag – TRH receptor (human) agonism | TRHR cells, calcium flux fluo-8, FDSS agonist mode | activation, % at 2 µM | hit rate 0.18% among 360,000 | P34981; in the data active = activation above about 30%; note: 0% is about no effect
Target sequence (P34981 whole entry, looked up): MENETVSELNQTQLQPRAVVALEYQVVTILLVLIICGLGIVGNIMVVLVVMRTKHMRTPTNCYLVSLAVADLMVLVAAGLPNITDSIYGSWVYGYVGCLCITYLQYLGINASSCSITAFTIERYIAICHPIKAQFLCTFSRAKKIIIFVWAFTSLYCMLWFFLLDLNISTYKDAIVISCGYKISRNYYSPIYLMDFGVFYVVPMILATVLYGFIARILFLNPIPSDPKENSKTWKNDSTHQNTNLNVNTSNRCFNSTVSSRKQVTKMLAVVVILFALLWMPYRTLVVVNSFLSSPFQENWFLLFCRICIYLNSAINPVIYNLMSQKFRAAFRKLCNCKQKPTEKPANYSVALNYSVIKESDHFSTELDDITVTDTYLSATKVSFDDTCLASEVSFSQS
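Fluo-8-loaded TRHR cells; 10 s baseline, compound added, kinetic Ca2+ fluorescence read 1/s, agonist mode.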
D2 agonist – D2 dopamine receptor (human) agonism. P14416. HEK293 T-REx D2 cells, calcium flux agonist mode. activation, % at 2 µM. hit rate 0.53% among 340,000. AID 485358;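 active = activation over 3 SD above normal in the single-dose calcium agonist read, cut at about 30% in these data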; note: 0% is about no effect
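Agonism scored from kinetic calcium signal (1 read/sec, 180 s) following compound pin transfer, after a 10 s baseline. Cells: HEK293 Trex line expressing inducible D2 receptor coupled to calcium, dye-loaded after overnight culture at 30 C.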
PI4K2A inh – blocks human PI4K2A kinase activity; purified PI4K2A, ADP-Glo luminescence, 1 h; stronger effect = lower value; activity change, negative = inhibition, % at 76.9 µM; hit rate 0.13% among 420,000; Q9BTU6; in the data active = activity change below about -50%; inconclusive = mostly about -30% to -49%;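 note: -100% = wells without enzyme as full effect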
Target sequence (Q9BTU6 whole entry, looked up): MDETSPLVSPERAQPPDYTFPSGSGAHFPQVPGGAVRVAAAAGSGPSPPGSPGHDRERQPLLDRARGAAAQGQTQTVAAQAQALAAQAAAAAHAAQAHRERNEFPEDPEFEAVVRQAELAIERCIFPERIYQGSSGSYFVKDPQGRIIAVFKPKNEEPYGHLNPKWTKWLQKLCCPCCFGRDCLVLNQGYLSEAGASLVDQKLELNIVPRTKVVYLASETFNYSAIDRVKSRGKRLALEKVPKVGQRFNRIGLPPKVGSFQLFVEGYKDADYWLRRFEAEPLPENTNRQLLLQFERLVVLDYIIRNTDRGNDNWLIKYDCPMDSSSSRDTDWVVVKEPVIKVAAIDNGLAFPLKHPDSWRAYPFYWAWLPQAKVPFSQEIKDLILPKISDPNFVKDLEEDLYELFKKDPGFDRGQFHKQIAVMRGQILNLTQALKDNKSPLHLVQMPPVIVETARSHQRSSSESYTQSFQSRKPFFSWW
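In this quantitative HTS, ADP production by PI4K2A was quantified luminescently after 1 h at ambient temperature; 100 microM adenosine served as plate-quality control.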
TrxR1 inh – blocks rat thioredoxin reductase 1; O89049; recombinant rTrxR1, NADPH fluorescence consumption, selenite substrate; AID 588453; Potency, µM (highest dose often 114 µM), without a hit: at the highest dose activity change, negative = inhibition, actives largely listed as inhibitors; hit rate 1% among 390,000; note: potency is the fitted concentration of half-maximal effect; % is set by controls: 0 for no effect and ±100 for the full control effect; nearly all actives have a fitted effect of over 65% in size
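Rat TrxR1 (90 nM in the dispensed reagent) was pre-reduced with 400 uM NADPH for 5 min at room temperature, then incubated with compound for 15 min. After 400 uM selenite was added, NADPH fluorescence (Ex 340/Em 450 nm) was followed for 8 min.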
TrxR1 substrate – substrates of rat thioredoxin reductase 1 | AID 588456 | purified TrxR1 substrate turnover, NADPH consumption readout | Potency, µM (doses to about 114 µM), for the others: at the highest dose activity change, negative = substrate turnover | O89049 | hit rate 0.01% among 390,000; note: potency is the fitted concentration of half-maximal effect; % is set by controls: 0 for no effect and ±100 for the full control effect; nearly all actives have a fitted effect of over 50% in size
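Rat TrxR1, dispensed at 90 nM, was prereduced with 400 uM NADPH (final) for 5 min at ~22 deg C, then incubated with compound 15 min before 400 uM selenite. A first-read NADPH fluorescence drop versus no-compound background flagged substrates.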
TRHR enhancer – allosteric enhancers of human TRH receptor; P34981; TRHR cells, fluo-8 calcium fluorescence, EC20 TRH enhancement; enhancement, % at 2 µM; hit rate 0.66% among 360,000; AID 493056; in the data active = enhancement above about 30%; note: 0% is about no effect
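TRHR-expressing cells loaded with fluo-8 calcium dye were read kinetically (ex 480/em 530) during compound addition, then stimulated with an EC20 of TRH (10 nM final). Enhancement of the Gq-mediated intracellular calcium response was scored.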
D2 antag – D2 dopamine receptor (human) antagonism; P14416; HEK293 TREx D2 cells, calcium flux, dopamine EC80; inhibition, % at 10 µM; hit rate 2% among 340,000; AID 485344; in the data active = inhibition above about 30%; note: 0% is about no effect
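Read-out: kinetic calcium fluorescence (1 cycle/s) in inducible HEK293 T-REx D2 cells after an EC80 dopamine addition that followed 180 s compound preincubation. Loss of the dopamine response indicates antagonism.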
mIDH1 inhibitor – inhibitors of human mutant IDH1 R132H; O75874; IDH1-R132H enzyme, NADPH consumption, diaphorase/resazurin fluorescence; Potency, µM (series often up to 76.6 µM), for the others: top-dose activity change, negative = inhibition, most hits filed as inhibitors; hit rate 0.093% among 390,000; AID 602179; note: potency is the fitted concentration of half-maximal effect; % is set by controls: 0 for no effect and ±100 for the full control effect; nearly all actives have a fitted effect of over 65% in size
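IDH1-R132H (0.5 ug/mL) preincubated 30 min with compound, then NADPH (0.016 mM) and alpha-KG (2 mM) added; 80 min at RT, pH 7.5. Remaining NADPH coupled via diaphorase/resazurin to fluorescence (540/590 nm); concentration-response curves normalized to no-enzyme control.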
The depositor's hits bear a star; ? = inconclusive; · = no result given; [ ] = remark or other dose. Unless noted, calls come from the whole dose curve; as a rule, active = well fitted inhibition curve with a large enough effect; inconclusive = small, poorly fitted or top-dose-only effect; inactive = no such curve, though single readings can be large or run the other way.

Preview:
Results follow in this order: D2 antag	TrxR1 substrate	TrxR1 inh	PI4K2A inh	USP1 inh	TRHR ag	TRHR enhancer	D2 agonist	mIDH1 inhibitor
- O=C(Cn1cnc2c(nnn2Cc2ccc(F)cc2)c1=O)N1CCN(c2ccccc2)CC1
    7	-5%	-6%	5	-18%	-0.4	5	0.3	-2%
- CCOc1ccccc1N(CC(=O)NCc1ccccc1)C(=O)CCC(=O)Nc1cc(C)ccn1
    ·	5%	20%	0	-23%	0.1	-3	·	-9%

Main list, from the first entry:
Results follow in this order: D2 antag	TrxR1 substrate	TrxR1 inh	PI4K2A inh	USP1 inh	TRHR ag	TRHR enhancer	D2 agonist	mIDH1 inhibitor
- O=C(Cn1cnc2c(nnn2Cc2ccc(F)cc2)c1=O)N1CCN(c2ccccc2)CC1
    7	-5%	-6%	5	-18%	-0.4	5	0.3	-2%
- CCOc1ccccc1N(CC(=O)NCc1ccccc1)C(=O)CCC(=O)Nc1cc(C)ccn1
    ·	5%	20%	0	-23%	0.1	-3	·	-9%
- COc1ccc2c(c1)C1CC(C)(NC(=O)C1C(=O)c1ccccc1)O2 (stereo unspecified)
    14	14%[57.1 µM]	0%[57.1 µM]	0	-13%	0.5	-6	0.5	6%
- O=[N+]([O-])c1[nH]cnc1/C=C/c1ccccc1
    -4	-2%	9%	0	-15%	0.3	1	0.8	7%
- CC1(C)CC(=O)C2=C(C1)N(c1ccc(F)cc1)C(N)=C(C#N)C2c1cccs1 (stereo unspecified)
    19	-1%	?	-12	2%	-0.5	-9	0.7	-5%
- O=C(CCCCCn1c(=O)[nH]c2ccsc2c1=O)N1CCCCC1
    9	12%[57.1 µM]	8%[57.1 µM]	4	-5%	0.1	-1	-0.9	1%
- O=C1Nc2ccccc2C12OCCCCO2
    4	5%[57.1 µM]	2%[57.1 µM]	6	3%	-0.4	0	-0.2	0%
- O=C1CC(NS(=O)(=O)c2ccc([N+](=O)[O-])cc2)CN1c1ccc2c(c1)OCCO2 (stereo unspecified)
    1	1%	4%	-1	-1%	3.7	5	0.7	-2%
- O=C(NCCCN1CCOCC1)C(=O)NCc1ccccc1Cl
    -8	2%	29%	2	-19%	-0.1	-5	0.4	-10%
- CCCCCC1CC(=O)N(Cc2ccc(Cl)cc2)C(=O)N1 (stereo unspecified)
    1	-7%	2%	-2	-5%	1.0	-9	0.9	-2%
- Cc1cc(N=Nc2ccc3ccccc3c2)ccc1O
    -11	-10%	7%[57.1 µM]	-3	-6%	0.2	3	-0.3	4%
- COc1cc2c(cc1NC(=O)C(C)N1CCN(S(=O)(=O)c3ccc(C)c(C)c3)CC1)oc1ccccc12 (stereo unspecified)
    5	17%[57.1 µM]	21%	0	-14%	0.0	-1	-2.3	0%
- COc1ccc(NC(=O)c2ccccn2)cc1S(=O)(=O)N1CCOCC1
    -14	-9%	-14%	-2	-14%	0.5	6	0.5	-4%
- CC(C)(C)OC(=O)N1CCC(c2c(C(=O)Nc3ccc4c(c3)OCO4)cnn2-c2ccc(F)cc2F)CC1
    ·	-6%	11%	1	-3%	-0.8	-4	-0.8	7%
- Cc1ccc(-c2cc(C(=O)N/N=C/C=C/c3ccccc3)n[nH]2)s1
    -4	-4%	10%	-3	-26%	0.2	6	-0.4	-11%
- O=C(O)C1(P(=O)(c2ccc(Cl)cc2)c2ccc(Cl)cc2)CC1
    6	9%	22%	1	-25%	0.4	0	0.6	18%
- CC1=CC(C)(C)N(C(=O)CSc2ncn[nH]2)c2ccccc21
    14	-4%	14%	5	1%	-0.4	1	-1.7	10%
- CCN(CC(=O)Nc1c(F)cccc1F)C(=O)C1CCN(C(=O)c2ccc(Cl)cc2)CC1
    16	-11%	-9%	0	-4%	-0.4	-3	0.1	2%
- Cc1oc2c(cc(NS(=O)(=O)c3ccc(F)cc3)c3ccccc32)c1C(=O)OCc1ccccc1
    ·	10%	21%	-5	-28%	0.2	-3	0.8	-3%
- COCCNC(=O)C(C)OC(=O)c1cc2sccc2n1C (stereo unspecified)
    -15	8%[57.1 µM]	12%[57.1 µM]	6	-15%	0.0	-6	-1.3	3%
- COc1ccc(NC(=S)N2CCC(C(=O)c3ccc(C)cc3)CC2)cc1
    4	-5%	8%	3	-18%	-0.3	-9	-0.9	-5%
- CC(C)CCN1CCNC(=O)C1CC(=O)Nc1ccc(F)cc1 (stereo unspecified)
    3	-4%	5%	0	5%	-0.6	7	0.9	13%
- CCNc1nc(OC)nc(SCC(N)=O)n1
    18	-1%[57.1 µM]	16%[57.1 µM]	7	-14%	0.4	11	0.2	5%
- O=[N+]([O-])c1ccc(Sc2n[nH]c(-c3ccncc3)n2)nc1
    2	-7%	-6%	-4	2%	0.0	26	0.6	-9%
- NS(=O)(=O)c1ccc(NC(=S)NC(=O)/C=C/c2ccco2)cc1
    ·	-9%	?	-10	-20%	-0.9	-1	·	3%
- Nc1nc(NCCO)nc(NCc2ccccc2)c1[N+](=O)[O-]
    5	-12%	-6%	-1	-6%	0.6	7	3.0	-1%
- CCS(=O)(=O)N1CCN(S(=O)(=O)c2ccc(Cl)s2)CC1
    -2	-3%	8%	-2	-23%	1.6	1	0.7	-2%
- Cc1nn(Cc2ccccc2)c(Cl)c1C(=O)NCCc1ccccc1
    12	-14%	-20%	0	-2%	-0.5	2	-0.5	2%
- CCOc1ccc(NC(=O)Cn2nnc(C(=O)NCc3ccc(OC)cc3)c2N)cc1
    -5	-14%	-11%	-5	-18%	0.0	-8	0.2	-1%
- Cc1ccc(SC(C)C(=O)N2CCCC2)cc1 (stereo unspecified)
    -31	10%	17%	0	-7%	0.4	-5	0.5	10%

Reprinted from the part before: five compounds, then new ones.
Results follow in this order: D2 antag	TrxR1 substrate	TrxR1 inh	PI4K2A inh	USP1 inh	TRHR ag	TRHR enhancer	D2 agonist	mIDH1 inhibitor
- Nc1nc(NCCO)nc(NCc2ccccc2)c1[N+](=O)[O-]
    5	-12%	-6%	-1	-6%	0.6	7	3.0	-1%
- CCS(=O)(=O)N1CCN(S(=O)(=O)c2ccc(Cl)s2)CC1
    -2	-3%	8%	-2	-23%	1.6	1	0.7	-2%
- Cc1nn(Cc2ccccc2)c(Cl)c1C(=O)NCCc1ccccc1
    12	-14%	-20%	0	-2%	-0.5	2	-0.5	2%
- CCOc1ccc(NC(=O)Cn2nnc(C(=O)NCc3ccc(OC)cc3)c2N)cc1
    -5	-14%	-11%	-5	-18%	0.0	-8	0.2	-1%
- Cc1ccc(SC(C)C(=O)N2CCCC2)cc1 (stereo unspecified)
    -31	10%	17%	0	-7%	0.4	-5	0.5	10%
- O=S(=O)(NCCCN1CCOCC1)c1ccc(Cl)s1
    -12	-4%	-1%	-3	-17%	0.3	-4	0.2	-2%
- CCOC(=O)C1=C(COC(=O)C(CC)c2ccccc2)NC(=O)NC1C (stereo unspecified)
    8	-1%	16%	-3	-1%	1.2	-7	0.0	-12%
- COc1ccc(C(O)(CCN2CCOCC2)c2ccccc2)cc1 (stereo unspecified)
    -1	4%	4%	5	-17%	0.3	-11	0.7	-4%
- COc1ccccc1CC(=O)NCCCc1ccccc1
    -11	5%	35%	-2	-8%	-0.3	0	0.2	7%
- Cc1cccc(NC(=O)Cc2noc3ccccc23)c1C
    -7	-8%	-9%	0	-2%	0.0	1	-3.5	1%
- COc1ccc(C2c3c(n(C)c4ccccc34)C(=O)N2CC(=O)Nc2ccc(Cl)cc2)cc1 (stereo unspecified)
    ·	3%	22%	-8	?	1.0	4	0.8	1%
- COc1ccc(OC)c(S(=O)(=O)N2CCN(c3ccccc3)CC2)c1
    3	-1%	14%	-1	-15%	0.0	-2	5.3	-3%
- CCCC(C)c1nnc(NC(=O)COc2ccc3c(c2)OCO3)s1 (stereo unspecified)
    ·	-6%	1%	1	-1%	-0.1	-11	·	5%
- COc1cc(C(=O)Nc2ccc3c(c2)ncn3C)cc(OC)c1OC
    6	-2%	2%	-1	-21%	-1.3	17	0.6	3%
- CC1=NC2(CCCc3c2no[n+]3[O-])N(O)C1(C)C (stereo unspecified)
    -4	-3%	?	5	-5%	0.2	2	0.1	6%
- CCCCN1C(=O)C2(OCCCO2)c2cccc(C)c21
    -7	-1%[57.1 µM]	-3%[57.1 µM]	2	-18%	-0.2	4	-0.5	9%
- COc1ccc(NC(=S)Nc2cccc3cnccc23)cc1
    7	3%	-31%	-1	-25%	-1.0	2	-0.8	6%
- OC(c1ccccc1)c1nccc2ccccc12 (stereo unspecified)
    6	6%	20%[57.1 µM]	-4	-1%	-0.1	0	0.0	-3%

Source: PubChem BioAssay (National Center for Advancing Translational Sciences (NCATS))
